High-throughput results deposited in PubChem by several laboratories.
PRMT1 inh – inhibitors of human PRMT1. inhibition, % at 2.79 µM. actives 1.3% (n = 370,000). AID 652257. recombinant PRMT1, activity-based probe fluorescence polarization. Q99873;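 active = inhibition above about 21% made by adding two undisclosed values, limit read from the data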
ABHD4 inh – inhibitors of mouse ABHD4; actives 0.54% (n = 370,000); purified mABHD4, FP-Rh probe fluorescence polarization; Q8VD66; inhibition, % at 8.92 µM;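 active = inhibition exceeding the mean over every tested compound plus 3 SD, cut at about 30% in these data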;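 also: 0% = plate median of compound wells and 100% = S159A mutant with DMSO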
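Test system: mABHD4 protein | Buffer or medium: HEPES pH 7.0 buffer, 150 mM NaCl, 0.01% Pluronic F-127 | Probe or stimulus: FP-Rh fluorescent activity-based probe, added after compound pre-incubation | Timing: Pre-incubation 45 min, probe exposure 60 min, at 25 °C | Technique: Fluorescence polarization, excitation 525 nm, emission 598 nm, BODIPY TMR filters | Repeats: Single well per compound (singlicate)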
NPR1 activator – GC-A (human) enzyme activation | P16066 | HEK293 GC-A cells, cGMP TR-FRET, EC30 ANP; 0% at EC30 ANP, 100% saturating ANP | activation, % at 10 µM | actives 0.14% (n = 370,000) | AID 1671463; in the data active = activation above about 40%
HTRA1 inh – inhibitors of human serine peptidase HTRA1; Q92743; recombinant HTRA1, FP-rhodamine activity-based probe, fluorescence polarization; inhibition, % at 5.96 µM; actives 0.5% (n = 340,000); in the data active = inhibition above about 36%;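 also: 0% = enzyme with DMSO and 100% = wells lacking enzyme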
rCAG binder – molecules binding r(CAG) RNA repeats. r(CAG) RNA repeat, TO-PRO-1 dye displacement fluorescence. inhibition, % at 3 µM. actives 1.3% (n = 370,000). AID 651821;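 active = inhibition above the plate cutoff, the mean of all test compounds on that plate plus 3 SD, cut at about 35% in these data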;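 also: 0% = DMSO alone and 100% = 100 µM mitoxantrone as full dye displacement; higher means more dye released from RNA so lower well fluorescence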
UHRF1 binding – human UHRF1 methylated DNA binding inhibitors. UHRF1 binding to methylated oligo, TR-FRET. inhibition, % at 4.4 µM. actives 0.75% (n = 370,000); in the data active = inhibition above about 21%;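 also: UHRF1 SRA domain binding a hemimethylated CpG hairpin DNA probe; 0% = median of test compound wells and 100% = reference inhibitor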
TCR-CD3 inh – blocks the human TCR-CD3 interaction; inhibition, % at 9.4 µM; AID 651800; TAMRA-labeled TCR probe fluorescence, biochemical; actives 0.37% (n = 360,000); in the data active = inhibition above about 19%;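 also: recombinant mutant TCR 2C K166C tagged with TAMRA read by polarization; 0% = receptor in buffer alone and 100% = receptor with positive control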
SIAE primary – inhibitors of human sialic acid acetylesterase SIAE | Q9HAT2 | SIAE FP-Rh probe binding, fluorescence polarization | inhibition, % at 9.66 µM | actives 0.69% (n = 370,000) | AID 1053197;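 active = inhibition above a cutoff: mean of compounds within the control limits plus 3 SD of those, cut at about 17% in these data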;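 also: 0% = plate median of compound wells and 100% = probe without SIAE protein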
GC-B act – GC-B (human) receptor activation; activation, % at 10 µM; AID 1920062; actives 0.11% (n = 370,000); HEK293-GC-B cells, CNP EC30, cGMP TR-FRET; 0% at EC30 CNP, 100% saturating CNP; P20594;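 active = activation at 10 µM reaching about 35% in either raw or pattern-adjusted values, limit read from the data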
Target sequence (P20594 whole entry, looked up): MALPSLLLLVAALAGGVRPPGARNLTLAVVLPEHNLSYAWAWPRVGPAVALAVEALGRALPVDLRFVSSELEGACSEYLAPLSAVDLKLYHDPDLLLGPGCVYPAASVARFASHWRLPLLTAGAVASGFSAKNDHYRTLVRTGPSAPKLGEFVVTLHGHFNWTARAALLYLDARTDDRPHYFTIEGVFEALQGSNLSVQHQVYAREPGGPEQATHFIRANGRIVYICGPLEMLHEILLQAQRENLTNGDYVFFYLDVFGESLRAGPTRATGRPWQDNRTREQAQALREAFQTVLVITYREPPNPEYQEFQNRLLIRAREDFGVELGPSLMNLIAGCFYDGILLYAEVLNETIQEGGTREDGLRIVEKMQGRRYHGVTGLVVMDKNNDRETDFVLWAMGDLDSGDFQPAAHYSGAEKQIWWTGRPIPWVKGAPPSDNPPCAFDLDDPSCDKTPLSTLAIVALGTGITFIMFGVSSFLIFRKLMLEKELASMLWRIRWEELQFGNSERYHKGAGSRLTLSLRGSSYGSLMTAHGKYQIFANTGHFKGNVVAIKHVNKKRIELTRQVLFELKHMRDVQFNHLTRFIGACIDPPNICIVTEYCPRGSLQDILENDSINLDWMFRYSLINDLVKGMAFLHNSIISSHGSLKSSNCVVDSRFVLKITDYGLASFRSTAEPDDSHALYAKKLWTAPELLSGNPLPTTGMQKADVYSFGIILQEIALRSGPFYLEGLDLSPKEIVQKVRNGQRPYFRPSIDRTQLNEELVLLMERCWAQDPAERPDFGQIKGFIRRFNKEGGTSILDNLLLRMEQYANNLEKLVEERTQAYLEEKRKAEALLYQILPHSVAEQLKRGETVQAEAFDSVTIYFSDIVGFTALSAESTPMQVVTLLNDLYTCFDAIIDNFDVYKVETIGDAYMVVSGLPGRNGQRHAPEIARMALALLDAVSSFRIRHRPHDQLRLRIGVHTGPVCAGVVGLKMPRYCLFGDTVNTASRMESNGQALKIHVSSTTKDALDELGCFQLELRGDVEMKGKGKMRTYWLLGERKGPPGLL
MBD2 DNA inh – blocks human MBD2 binding to methylated DNA. Q9UBB5. TR-FRET, MBD2 binding to methylated oligonucleotide. inhibition, % at 4.4 µM. actives 0.31% (n = 370,000); in the data active = inhibition above about 13%
An asterisk follows results filed as active. A portion of the library, so the mix of outcomes need not match the whole.

Results for CCOC(=O)c1cnn(CCOC(=O)c2cccc(F)c2)c1NC(=O)c1cccc(F)c1 ?
PRMT1 inh: -2; ABHD4 inh: -7; NPR1 activator: -4; HTRA1 inh: -6; rCAG binder: 3; UHRF1 binding: -1; TCR-CD3 inh: -6; SIAE primary: -10; GC-B act: -2; MBD2 DNA inh: -6

How did CC(C)C1C(=O)N(Cc2cn(CCC3OCCO3)nn2)CCS(=O)(=O)N1Cc1ccc(-c2ccc(Cl)c(Cl)c2)cc1 (stereo unspecified) do in these assays?
PRMT1 inh: -1; ABHD4 inh: -26; NPR1 activator: 7; HTRA1 inh: -47; rCAG binder: 10; UHRF1 binding: -1; TCR-CD3 inh: 3; SIAE primary: -15; GC-B act: 5; MBD2 DNA inh: 4

What do the screens show for `Cc1cccc(/N=C/c2ccccn2)n1`?
PRMT1 inh: -2; ABHD4 inh: -3; NPR1 activator: -1; HTRA1 inh: 9; rCAG binder: 1; UHRF1 binding: -4; TCR-CD3 inh: 5; SIAE primary: 5; GC-B act: 5; MBD2 DNA inh: 5

What do the screens show for `O=C(COC(=O)c1cc(S(=O)(=O)N2CCCC2)ccc1O)Nc1ccc(SC(F)F)cc1`?
PRMT1 inh: 9; ABHD4 inh: 31*; NPR1 activator: 0; HTRA1 inh: -23; rCAG binder: 45*; UHRF1 binding: -1; TCR-CD3 inh: 2; SIAE primary: -20; GC-B act: 7; MBD2 DNA inh: -5

How did COc1ccc(N(CC(=O)NCCC2=CCCCC2)S(=O)(=O)c2ccccc2)cc1 do in these assays?
PRMT1 inh: 5; ABHD4 inh: 4; NPR1 activator: -14; HTRA1 inh: -15; rCAG binder: -8; UHRF1 binding: 0; TCR-CD3 inh: -7; SIAE primary: -4; GC-B act: -8; MBD2 DNA inh: 5

What do the screens show for `COc1cc(/C=C/C(=O)O)cc(S(=O)(=O)Nc2ccc3cn[nH]c3c2)c1OC`?
PRMT1 inh: 2; ABHD4 inh: 7; NPR1 activator: 3; HTRA1 inh: 5; rCAG binder: 3; UHRF1 binding: 1; TCR-CD3 inh: -2; SIAE primary: 0; GC-B act: 1; MBD2 DNA inh: 3

How did Clc1cccc(Cl)c1CSc1nnc(/C=C/c2ccccc2)o1 do in these assays?
PRMT1 inh: 3; ABHD4 inh: -2; NPR1 activator: -8; HTRA1 inh: -23; rCAG binder: 6; UHRF1 binding: 2; TCR-CD3 inh: -8; SIAE primary: -7; GC-B act: 0; MBD2 DNA inh: 3

What do the screens show for `COc1ccc(S(=O)(=O)c2c(O)cc(C)c(NS(=O)(=O)c3ccccc3)c2C)cc1`?
PRMT1 inh: -6; ABHD4 inh: 1; NPR1 activator: -2; HTRA1 inh: -17; rCAG binder: 5; UHRF1 binding: -3; TCR-CD3 inh: 2; SIAE primary: -11; GC-B act: -1; MBD2 DNA inh: 5

What do the screens show for `Cc1ccc([C@H]2C[C@H](O)[C@@H](n3cc(-c4ccc(F)cc4)nn3)CN2Cc2cccs2)cc1`?
PRMT1 inh: 4; ABHD4 inh: -2; NPR1 activator: -9; HTRA1 inh: -35; rCAG binder: 6; UHRF1 binding: 1; TCR-CD3 inh: -8; SIAE primary: -36; GC-B act: 2; MBD2 DNA inh: 0

How did COc1cc2c(cc1OC)C(C1C(=O)CCCC1=O)N(C(=O)CCl)CC2 (stereo unspecified) do in these assays?
PRMT1 inh: 1; ABHD4 inh: 10; NPR1 activator: 5; HTRA1 inh: -1; rCAG binder: -1; UHRF1 binding: 1; TCR-CD3 inh: 8; SIAE primary: -6; GC-B act: -1; MBD2 DNA inh: -3

How did Cc1cccc(Nc2nc(N)nc(CN3CCN(c4ccccc4)CC3)n2)c1 do in these assays?
PRMT1 inh: -1; ABHD4 inh: -3; NPR1 activator: 0; HTRA1 inh: -3; rCAG binder: -3; UHRF1 binding: -2; TCR-CD3 inh: 5; SIAE primary: 1; GC-B act: 3; MBD2 DNA inh: -3

What do the screens show for `COc1ccccc1C(=O)Nc1ccccc1N1CCCCC1`?
PRMT1 inh: -4; ABHD4 inh: 0; NPR1 activator: -7; HTRA1 inh: -29; rCAG binder: -1; UHRF1 binding: -3; TCR-CD3 inh: 3; SIAE primary: -2; GC-B act: 8; MBD2 DNA inh: -4

What do the screens show for `COC(=O)c1ccc(COC(=O)c2cccnc2Cl)cc1`?
PRMT1 inh: 1; ABHD4 inh: 1; NPR1 activator: -1; HTRA1 inh: -4; rCAG binder: -4; UHRF1 binding: 1; TCR-CD3 inh: 5; SIAE primary: 1; GC-B act: 5; MBD2 DNA inh: -1

What do the screens show for `COc1ccc(-c2nc(CS(=O)CC(=O)N3CCCC3)c(C)o2)cc1` (stereo unspecified)?
PRMT1 inh: -1; ABHD4 inh: 3; NPR1 activator: 1; HTRA1 inh: -1; rCAG binder: 3; UHRF1 binding: -2; TCR-CD3 inh: 3; SIAE primary: 3; GC-B act: -3; MBD2 DNA inh: -1

How did Cc1ccccc1OCCC(=O)OCC(=O)Nc1ccc2[nH]c(=O)[nH]c2c1 do in these assays?
PRMT1 inh: 2; ABHD4 inh: 5; NPR1 activator: 0; HTRA1 inh: -1; rCAG binder: -2; UHRF1 binding: 2; TCR-CD3 inh: -11; SIAE primary: 4; GC-B act: 2; MBD2 DNA inh: 4

Results for COc1ccc(OC)c(NC(=O)c2cnn(-c3ccccc3Cl)c2NC(=O)c2ccco2)c1 ?
PRMT1 inh: 1; ABHD4 inh: 5; NPR1 activator: -2; HTRA1 inh: 10; rCAG binder: 14; UHRF1 binding: 3; TCR-CD3 inh: 1; SIAE primary: 3; GC-B act: 0; MBD2 DNA inh: -1

Results for CC(C#N)OC(=O)c1cccnc1SCC(=O)Nc1ccc2c(c1)OCO2 (stereo unspecified) ?
PRMT1 inh: 4; ABHD4 inh: 1; NPR1 activator: 4; HTRA1 inh: 4; rCAG binder: 6; UHRF1 binding: 10; TCR-CD3 inh: -7; SIAE primary: 8; GC-B act: 1; MBD2 DNA inh: 7

Results for O=C(CP(=O)(O)CC(=O)c1ccccc1)c1ccccc1 ?
PRMT1 inh: -1; ABHD4 inh: -3; NPR1 activator: 1; HTRA1 inh: 2; rCAG binder: 0; UHRF1 binding: -1; TCR-CD3 inh: 1; SIAE primary: 9; GC-B act: 2; MBD2 DNA inh: -3

How did COc1cc(OC)cc(-c2c(C#Cc3ccsc3)c3cc(-c4cc(F)cc(F)c4)ccc3n2C)c1 do in these assays?
PRMT1 inh: 2; ABHD4 inh: 6; NPR1 activator: 2; HTRA1 inh: -6; rCAG binder: 9; UHRF1 binding: 0; TCR-CD3 inh: 1; SIAE primary: -15; GC-B act: 1; MBD2 DNA inh: 4

How did COc1ccc(NC(=O)CSc2sc3c(O)cc(=O)[nH]c3c2C#N)c(OC)c1 do in these assays?
PRMT1 inh: 66*; ABHD4 inh: 5; NPR1 activator: 0; HTRA1 inh: -7; rCAG binder: 63*; UHRF1 binding: 56*; TCR-CD3 inh: 29*; SIAE primary: -4; GC-B act: -3; MBD2 DNA inh: 30*

Results for Cc1ccc(N(CCC#N)C(=O)COC(=O)c2ccccn2)cc1 ?
PRMT1 inh: 1; ABHD4 inh: 3; NPR1 activator: 3; HTRA1 inh: 4; rCAG binder: -1; UHRF1 binding: -1; TCR-CD3 inh: 5; SIAE primary: 12; GC-B act: 11; MBD2 DNA inh: -7

How did O=C(CCNS(=O)(=O)c1ccc(F)c(Cl)c1)NCc1ccccc1F do in these assays?
PRMT1 inh: -1; ABHD4 inh: -2; NPR1 activator: -3; HTRA1 inh: -4; rCAG binder: 3; UHRF1 binding: -1; TCR-CD3 inh: 4; SIAE primary: 3; GC-B act: 0; MBD2 DNA inh: 2

What do the screens show for `Cc1csc(N2CCCC2c2nc3cc(Cl)c(N4CCCCC4)cc3n2CCCO)n1` (stereo unspecified)?
PRMT1 inh: -1; ABHD4 inh: 2; NPR1 activator: 3; HTRA1 inh: -12; rCAG binder: -5; UHRF1 binding: 2; TCR-CD3 inh: 2; SIAE primary: 1; GC-B act: 6; MBD2 DNA inh: 3

How did COc1ccc(OC)c(NC(=O)C(C)Oc2ccc(Br)cc2)c1 (stereo unspecified) do in these assays?
PRMT1 inh: 0; ABHD4 inh: -7; NPR1 activator: -25; rCAG binder: -5; UHRF1 binding: -2; TCR-CD3 inh: 9; SIAE primary: -6; GC-B act: -15; MBD2 DNA inh: 0

The last 2 records of the part above lead into the next.
What do the screens show for `Cc1csc(N2CCCC2c2nc3cc(Cl)c(N4CCCCC4)cc3n2CCCO)n1` (stereo unspecified)?
PRMT1 inh: -1; ABHD4 inh: 2; NPR1 activator: 3; HTRA1 inh: -12; rCAG binder: -5; UHRF1 binding: 2; TCR-CD3 inh: 2; SIAE primary: 1; GC-B act: 6; MBD2 DNA inh: 3

How did COc1ccc(OC)c(NC(=O)C(C)Oc2ccc(Br)cc2)c1 (stereo unspecified) do in these assays?
PRMT1 inh: 0; ABHD4 inh: -7; NPR1 activator: -25; rCAG binder: -5; UHRF1 binding: -2; TCR-CD3 inh: 9; SIAE primary: -6; GC-B act: -15; MBD2 DNA inh: 0

How did CN(C)S(=O)(=O)c1cccc(C(=O)NCCc2ccccc2)c1 do in these assays?
PRMT1 inh: -1; ABHD4 inh: -3; NPR1 activator: -2; HTRA1 inh: 1; rCAG binder: -3; UHRF1 binding: 0; TCR-CD3 inh: -2; SIAE primary: -2; GC-B act: -1; MBD2 DNA inh: -3

How did COc1ccc(/C=N/Nc2ncccc2[N+](=O)[O-])c(OC)c1 do in these assays?
PRMT1 inh: 0; ABHD4 inh: 11; NPR1 activator: -7; HTRA1 inh: -3; rCAG binder: 0; UHRF1 binding: -16; TCR-CD3 inh: 2; SIAE primary: 11; GC-B act: 1; MBD2 DNA inh: -16

How did COc1ccc2c(c1)CC=C1C2CCC2(C)C(=O)C(=NO)CC12 (stereo unspecified) do in these assays?
PRMT1 inh: -3; ABHD4 inh: -13; NPR1 activator: 0; HTRA1 inh: -8; rCAG binder: 4; UHRF1 binding: 2; TCR-CD3 inh: 6; SIAE primary: 19*; GC-B act: -2; MBD2 DNA inh: -1

What do the screens show for `CCC(CC)c1nnc(NC(=O)C2CC(=O)N(CCc3ccc(OC)c(OC)c3)C2)s1` (stereo unspecified)?
PRMT1 inh: 3; ABHD4 inh: 3; NPR1 activator: 3; HTRA1 inh: -2; rCAG binder: -4; UHRF1 binding: -1; TCR-CD3 inh: 3; SIAE primary: 3; GC-B act: 13; MBD2 DNA inh: -2

How did O=C(NCC(=O)N1CC=C(c2ccccc2)CC1)c1ccc(F)cc1 do in these assays?
PRMT1 inh: -1; ABHD4 inh: -7; NPR1 activator: 3; HTRA1 inh: -5; rCAG binder: 3; UHRF1 binding: 0; TCR-CD3 inh: -3; SIAE primary: 6; GC-B act: 4; MBD2 DNA inh: 2

How did Cc1ccccc1C(=O)Nc1cccc(NC(=O)c2cccnc2)c1 do in these assays?
PRMT1 inh: -2; ABHD4 inh: 3; NPR1 activator: -3; HTRA1 inh: -8; rCAG binder: 6; UHRF1 binding: -2; TCR-CD3 inh: 6; SIAE primary: -6; GC-B act: 0; MBD2 DNA inh: -4

What do the screens show for `Cc1cccc(C(=O)NC(=S)NNC(=O)Cc2ccccc2)c1`?
PRMT1 inh: 6; ABHD4 inh: 10; NPR1 activator: 1; HTRA1 inh: 2; rCAG binder: 5; UHRF1 binding: -1; TCR-CD3 inh: 3; SIAE primary: -6; GC-B act: 6; MBD2 DNA inh: 4
